Screening results deposited in PubChem BioAssay by National Center for Advancing Translational Sciences (NCATS).
IMPase Li inh: membrane-permeable IMPase blocker, potentiated with lithium. Potency, µM (highest dose often 59.4 µM), for inactives: at the top dose activity, negative = IMPase inhibition, hits mostly inhibitors. AID 1457. actives 0.35% (n = 210,000). CHO-M1 cells, IP1 TR-FRET (IP-One), carbachol + lithium;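 further: IP1 builds up when IMPase is blocked and the TR-FRET signal falls; potency means the concentration at half of the fitted maximal effect; plate controls were basal vehicle for no effect and high inhibitor control for full effect; nearly all actives have a fitted effect of over 50% in size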
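Test compounds were applied to CHO-M1 cells previously cultured for 16–30 h at 2000 per well. A small lithium amount accompanied them; after 30 min at 37C, IP1 was quantified by TR-FRET.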
Epigenetic derep: regulators of epigenetic silencing causing reporter derepression in mouse cells | Potency, µM (titrated, usually from 53.9 µM), without a hit: top-dose GFP activation, most hits filed as activators | murine LDR cells, GFP reporter derepression, 30 h | actives 0.2% (n = 280,000); further: potency means the concentration at half of the fitted maximal effect; % of control where 0% means no effect; nearly all actives have a fitted effect of over 60% in size
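Murine LDR cells bearing a silenced CMV-driven GFP reporter were exposed to compound for 30 h at 37 C. After PBS washes, GFP-positive cells (20-120 um objects) counted by laser-scanning microplate cytometry.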
Luc counter: counter-screen: inhibitors of Kinase-Glo firefly luciferase. Q27757. Kinase-Glo luciferase, ATP luminescence, 8 min. Potency, µM (highest dose often 38.3 µM), without a hit: at the highest dose activity change, negative = inhibition, most hits filed as inhibitors. actives 0.28% (n = 200,000). AID 1379; further: potency means the concentration at half of the fitted maximal effect; on the % scale 0 is the no-effect control and ±100 the full control effect; nearly all actives have a fitted effect of over 60% in size
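Kinase-Glo luciferase light output from ATP and luciferin was measured with 10 uM ATP, within the enzyme's linear range. Buffer: 50 mM imidazole pH 7.2, 50 mM KCl, 7 mM MgCl2, 0.01% Tween 20, 0.05% BSA; luminescence read after 8 min at ambient temperature.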
NPSR antagonist: blocks cAMP signaling of the human neuropeptide S receptor. Q6W5P4. CHO-NPSR cells, cAMP TR-FRET, antagonist mode. Potency, µM (titrated, usually from 38.3 µM), for the others: top-dose activity change, negative = inhibition, usual class: inhibitors. actives 1% (n = 220,000); further: potency means the concentration at half of the fitted maximal effect; on the % scale 0 is the no-effect control and ±100 the full control effect; nearly all actives have a fitted effect of over 50% in size; many of its hits are not listed in these tables
Lamin A splicing: changes lamin A minigene splicing in HeLa cells. HeLa LMNA splicing GFP/RFP minigene ratio, 48 h. Potency, µM (highest dose often 46.1 µM), inactives show top-dose ratio change, negative = inhibition, hits mostly inhibitors. actives 0.01% (n = 200,000). AID 1487; active means well fitted inhibition curve with a large enough effect in the signal ratio, with a control signal flat, not every such curve was filed as active; inconclusive means small, poorly fitted or top-dose-only effect, or effect the other way, or a change in a side signal; the % refers to the signal ratio; further: potency means the concentration at half of the fitted maximal effect; on the % scale 0 is the no-effect control and ±100 the full control effect
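S3 HeLa cells stably expressing lamin A-EGFP splicing minigene plus DsRed2, 600 cells/well, 48 h compound exposure at 37C. Laser-scanning cytometry; analysed as GFP (500-530 nm)/RFP (575-640 nm) total intensity ratio; 0.5% DMSO vehicle.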
CBFb RUNX1 block: inhibitors of human CBF-beta and RUNX1 interaction; Q01196+Q13951; AlphaScreen CBFb-His/RUNX1-biotin binding, biochemical; Potency, µM (highest dose often 59.8 µM), inactives show at the top dose activity, negative = inhibition, most hits filed as inhibitors; 230,000 tested, under 10 active; further: % of control where 0% means no effect
Target sequence (Q01196 whole entry, looked up): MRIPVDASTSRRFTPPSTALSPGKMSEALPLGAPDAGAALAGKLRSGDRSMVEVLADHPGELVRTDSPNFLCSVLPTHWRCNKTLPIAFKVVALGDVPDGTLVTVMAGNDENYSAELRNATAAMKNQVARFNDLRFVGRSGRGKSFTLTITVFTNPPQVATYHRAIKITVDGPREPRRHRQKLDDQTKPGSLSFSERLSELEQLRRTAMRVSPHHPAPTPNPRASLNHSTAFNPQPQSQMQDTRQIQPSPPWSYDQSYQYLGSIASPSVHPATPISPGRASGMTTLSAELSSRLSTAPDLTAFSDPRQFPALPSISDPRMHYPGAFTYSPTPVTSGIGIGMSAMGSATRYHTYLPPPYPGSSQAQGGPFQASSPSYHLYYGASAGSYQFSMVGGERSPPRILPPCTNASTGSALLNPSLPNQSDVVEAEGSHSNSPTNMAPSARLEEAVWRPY
Target sequence (Q13951 whole entry, looked up): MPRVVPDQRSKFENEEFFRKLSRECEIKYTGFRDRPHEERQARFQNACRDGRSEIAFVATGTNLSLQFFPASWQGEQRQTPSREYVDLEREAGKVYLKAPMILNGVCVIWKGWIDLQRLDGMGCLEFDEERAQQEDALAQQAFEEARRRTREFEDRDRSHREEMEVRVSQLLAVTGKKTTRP
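Proteins preincubated together for 20 min at RT before compound addition; 15 min later, nickel and streptavidin beads were added and left 90 min prior to AlphaScreen measurement.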
GLA spleen mod: inhibits or activates alpha-galactosidase in human spleen homogenate. P06280. human spleen homogenate, 4MU-alpha-Gal fluorescence, 40 min. Potency, µM (series often up to 80 µM), for the others: at the top dose activity change, negative = inhibition, actives largely listed as inhibitors. actives 0.008% (n = 240,000);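 further: potency means the concentration at half of the fitted maximal effect; 0% = enzyme with vehicle and -100% = no enzyme basal signal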
Target sequence (P06280 32-429 limits assumed): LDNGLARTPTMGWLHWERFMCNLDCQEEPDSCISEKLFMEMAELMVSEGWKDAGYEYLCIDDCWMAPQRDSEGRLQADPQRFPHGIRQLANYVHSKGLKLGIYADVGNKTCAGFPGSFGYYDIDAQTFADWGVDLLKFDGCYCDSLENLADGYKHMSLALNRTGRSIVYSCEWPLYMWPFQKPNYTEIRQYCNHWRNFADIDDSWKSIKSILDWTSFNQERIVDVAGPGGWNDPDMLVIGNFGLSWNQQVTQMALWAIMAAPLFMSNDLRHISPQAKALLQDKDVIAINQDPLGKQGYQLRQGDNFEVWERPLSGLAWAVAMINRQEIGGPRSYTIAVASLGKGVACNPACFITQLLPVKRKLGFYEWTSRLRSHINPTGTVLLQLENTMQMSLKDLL
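Human spleen homogenate (1 ug) as enzyme source, 4-methylumbelliferyl-alpha-D-galactopyranoside 1 mM final, citrate/phosphate pH 5.0 with 0.01% Tween-20. Compounds 40 min at 37C, NaOH/glycine stop; fluorescence Ex 365/Em 440, Hill-fit AC50.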
* hit, by the source's call; ? = inconclusive; . = not tested or not shown; & = joins results of further samples; [ ] = another dose, or the depositor's remark. Unless noted, the call rests on the fitted dose curve; in most records, active means well fitted curve in the direction sought with a large enough effect; inconclusive means small, poorly fitted or top-dose-only effect, or another doubt; inactive means no such curve, though single readings can be large; an effect the other way counts as inactive or inconclusive. Only part of the results is shown, so the mix of outcomes need not match the whole.

(1) COc1ccccc1-c1nc2ccccc2c(=O)n1NC(=O)c1cccs1
(2) CSC1=N/C(=C\c2ccc3c(c2)OCO3)C(=O)S1
(3) CCSc1nc(N)c2c(C)c(C)sc2n1
(4) COc1ccc(NC(=O)CC2C(=O)N(c3cccc(C)c3)C(=O)N2C2CCCCC2)cc1 (centres undefined)
(5) C=CCn1cnc2c(NCc3ccccc3)ncnc21
(6) CCOC(=O)Oc1ccc(C(=O)OCCCN(C)C)cc1OC
(7) COc1ccc(-n2c3c(cc(C(=O)N4CCCCC4)c2=O)C(=O)CC(C)(C)C3)cc1
(8) Cc1ccccc1Oc1ccc(Oc2ccccc2C)nn1
Assay by compound	1	2	3	4	5	6	7	8
IMPase Li inh	6%	5%[38.3 µM]	4%	12%[38.3 µM]	4%[38.3 µM]	3%	6%[38.3 µM]	19%[38.3 µM]
Epigenetic derep	0.0%	1.4%	2.4%	9.2%&1.1%	1.7%	-3.9%	0.0%	1.0%
Luc counter	-1%	4%	1%	14%	0%	-3%	-2%	-1%
NPSR antagonist	4%	?	1%[46.1 µM]	-23%[46.1 µM]	-3%[46.1 µM]	29%	2%[46.1 µM]	-10%[46.1 µM]
Lamin A splicing	8%	14%	-7%	-3%	3%	-12%	-16%	-8%
CBFb RUNX1 block	11%	1%	10%	2%	3%	-23%	7%	2%
GLA spleen mod	5%	-3%	4%	2%	-2%	5%	3%	-5%

(9) O=[N+]([O-])c1ccc(Cl)c(S(=O)(=O)n2ccnc2)c1
(10) COc1ccc(NC(=O)O/N=C2/CCCc3ccc(OC)cc32)cc1
(11) COC(=O)NC(c1ccc2c(c1)OCO2)C(C(=O)OC)C(=O)OC (centres undefined)
(12) O=C(O)CNC(=S)N(Cc1ccco1)Cc1ccccc1Cl
(13) Cc1ccc(-c2nnc(N3CCN(c4ccccn4)CC3)c3ccccc23)cc1
(14) Cc1ccc(C(=O)CSC2=C(C#N)C(c3ccco3)C3=C(CCCC3=O)N2)cc1 (centres undefined)
(15) Cc1cccc(/C(N)=N/OC(=O)CCCN2C(=O)c3ccccc3C2=O)c1
(16) CC(C)CNC(=S)NC1CC2CCCC(C1)N2C1CCCCC1 (centres undefined)
Assay by compound	9	10	11	12	13	14	15	16
IMPase Li inh	.	.	-5%	-3%	45%[activator][38.3 µM]	14%[38.3 µM]	-3%[38.3 µM]	8%
Epigenetic derep	0.5%	-0.3%	-1.1%	0.0%	0.0%	6.9%	2.0%	0.2%
Luc counter	.	.	-4%	1%	2%	5%	-6%	-2%
NPSR antagonist	3%	-14%[46.1 µM]	.	-5%[46.1 µM]	?	-23%[46.1 µM]	-10%[46.1 µM]	11%
Lamin A splicing	.	-6%	.	-6%	?	-17%	10%	1%[9.22 µM]
CBFb RUNX1 block	7%	2%	10%	5%	-9%	-5%	8%	7%
GLA spleen mod	-3%	1%	-6%	10%	5%	-9%	-17%	-2%

(17) Cc1nc2cc(NC(=O)NCCCO)ccc2o1
(18) Fc1ccccc1/C=N/n1cc(-c2ccccc2)[nH]c1=S
(19) COc1ccc(NC(=O)CN2CCC(NC(=O)C3CCCCC3)CC2)c([N+](=O)[O-])c1
(20) COc1ccccc1N=c1oc2c(OC)cccc2cc1C(=O)NCc1ccco1
(21) c1ccc(Cc2nn3c(COc4ccccc4)nnc3s2)cc1
(22) COc1cc(C(=O)NCc2cccc3ccccc23)ccc1OCc1ccccc1
(23) COc1ccc(Cl)cc1Nc1nc(-c2sc(NC(=O)c3ccco3)nc2C)cs1
(24) CCOC(=O)c1sc(N(Cc2ccccc2)C(=O)COC(=O)c2ccc(O)cc2)nc1C
Assay by compound	17	18	19	20	21	22	23	24
IMPase Li inh	4%	.	7%	.	4%	-9%[38.3 µM]	-13%[38.3 µM]	6%
Epigenetic derep	0.1%	?	0.5%	3.3%	-3.3%	1.8%	-1.1%	0.0%
Luc counter	-3%	.	-2%	.	0%	-2%	-12%	4%
NPSR antagonist	-11%	?	3%	-8%[46.1 µM]	-15%[46.1 µM]	-19%[46.1 µM]	?	?
Lamin A splicing	14%[46 µM]	.	22%[46 µM]	4%	-10%	2%	4%	?
CBFb RUNX1 block	17%	-4%	11%	2%	0%	-1%	-3%	14%
GLA spleen mod	1%	-15%	1%	7%	1%	10%	4%	5%

(25) COc1nccnc1NS(=O)(=O)c1ccc(N/C=C2\CCCCC2=O)cc1
(26) CCCCOc1ccc(C(=O)NC)cc1
(27) CN=C(NC#N)NCCSCc1csc(N=C(N)N)n1
(28) Cc1nnc(SCC(=O)Nc2ccc3c(c2)OCCO3)s1
(29) COc1ccc(CN2C3CCCC2CC(NC(=O)Nc2ccccc2)C3)cc1 (centres undefined)
(30) Cc1ccc(NC(=O)c2cccc(OCc3c(C)noc3C)c2)c(C)c1
(31) COC(=O)C(CC(C)C)NC(=O)c1cc(OC)c(OC)c(OC)c1 (centres undefined)
(32) CC(C)CCNC(=S)NC1CCCC1
Assay by compound	25	26	27	28	29	30	31	32
IMPase Li inh	5%	-2%[38.3 µM]	29%&16%	3%	13%	7%[38.3 µM]	40%[activator][38.3 µM]	4%[38.3 µM]
Epigenetic derep	1.1%	0.0%	1.1%&1.6%	0.0%	-0.8%	2.3%	-1.0%	-1.3%
Luc counter	2%	0%	2%	0%	2%	0%	14%	-3%
NPSR antagonist	-10%	0%[46.1 µM]	.	16%	11%[46.1 µM]	-29%[46.1 µM]	-17%[46.1 µM]	-2%[46.1 µM]
Lamin A splicing	3%[9.22 µM]	10%	.	0%	-8%	?	4%	-1%
CBFb RUNX1 block	-3%	6%	18%	5%	-6%	16%	-2%	0%
GLA spleen mod	-9%	6%	7%&11%	1%	-5%	2%	3%	-3%

Just Luc counter and CBFb RUNX1 block, for some of the entries so far:
#	SMILES	Luc counter	CBFb RUNX1 block
30	Cc1ccc(NC(=O)c2cccc(OCc3c(C)noc3C)c2)c(C)c1	0%	16%
29	COc1ccc(CN2C3CCCC2CC(NC(=O)Nc2ccccc2)C3)cc1 (centres undefined)	2%	-6%
27	CN=C(NC#N)NCCSCc1csc(N=C(N)N)n1	2%	18%

The listing continues.
(33) COC(=O)CSc1nnc(CNc2ccc(F)cc2)o1
(34) Cc1cc(NS(=O)(=O)c2cccs2)no1
(35) COc1ccc(/C=N\NC(=O)COc2ccccc2)c(C(=O)O)c1OC
(36) O=C(CNC(=S)N(Cc1ccccc1F)C1CCCCC1)NCCN1CCOCC1
(37) Cc1ccc(C(=O)N2N=C(CC(C)C)CC2(O)C(F)(F)F)o1 (centres undefined)
(38) O=C(N/N=C/c1[nH]c2ccccc2c1Cl)c1cccc(Br)c1
(39) CCOC(=O)c1cnc(COc2ccc(OC)cc2)[nH]c1=O
(40) COC(=O)C1=C(N)N(c2ccccc2F)C2=C(C(=O)CC(C)(C)C2)C1c1ccc(OC)c(OC)c1 (centres undefined)
Assay by compound	33	34	35	36	37	38	39	40
IMPase Li inh	25%[38.3 µM]	4%[38.3 µM]	7%	-7%	4%	.	.	-7%
Epigenetic derep	-1.0%	0.8%	1.0%	-0.1%	-3.3%	3.0%	-1.3%	-1.9%
Luc counter	-1%	3%	2%	-1%	-2%	.	.	1%
NPSR antagonist	-12%[46.1 µM]	-6%[46.1 µM]	25%	-7%	-3%	-2%	-7%	-6%
Lamin A splicing	-7%	3%	-8%	-17%[9.22 µM]	.	.	.	?
CBFb RUNX1 block	1%	6%	-4%	4%	19%	8%	5%	-1%
GLA spleen mod	4%	8%	0%	-1%	-2%	3%	7%	0%

(41) O=C1c2cccc3c(N4CCCCC4)ccc(c23)C(=O)N1c1ccccn1
(42) CC(=O)c1c(C)cc(C)c(CSc2nnc(-c3ccco3)o2)c1C
(43) Cn1cc(C(F)(F)F)nc1-c1ccc(OC[C@@H](O)CNCCOc2ccc(O)c(C(N)=O)c2)cc1
(44) O=C(CNS(=O)(=O)c1ccc(C(=O)N2CCCCC2)cc1)N1CCCCC1
(45) Cc1cccc(NC(=O)C2C3CCC4C(CCC32)C4(Cl)Cl)c1 (centres undefined)
(46) COc1ccccc1C1C(C(C)=O)=C(C)N=c2s/c(=C\c3cc(OC)c(OC)c(OC)c3)c(=O)n21 (centres undefined)
(47) CCOC(=O)c1c(N2C(=O)Nc3ccccc3N2O)n[nH]c1-c1cccc(Cl)c1
(48) O=C(N/N=C\c1ccc(Cl)s1)c1ccc(Cn2cccn2)o1
Assay by compound	41	42	43	44	45	46	47	48
IMPase Li inh	9%[38.3 µM]	-1%[38.3 µM]	11%	25%[38.3 µM]	13%	6%	0%	-12%
Epigenetic derep	8.1%	0.0%	-2.8%	0.0%	0.0%	0.0%	2.1%	6.0%
Luc counter	-1%	1%	1%	-3%	2%	-1%	-2%	0%
NPSR antagonist	-18%[46.1 µM]	?	.	-5%[46.1 µM]	-19%	-16%[46.1 µM]	17%	?
Lamin A splicing	22%	-8%	.	?	?	?	.	-3%
CBFb RUNX1 block	11%	2%	20%[21.7 µM]	-3%	11%	-3%	21%	-11%
GLA spleen mod	-6%	?	9%	-9%	-2%	12%	9%	-3%

(49) COCC1CCN(Cc2nc(-c3ccc4c(c3)OCO4)no2)C1 (centres undefined)
(50) CC(=O)OCC1OC(n2cnc3c(=O)[nH]cnc32)C(OC(C)=O)C1OC(C)=O (centres undefined)
(51) COc1cccc(NC(=O)C2CCCCC2)c1
(52) CC(NC(=S)Nc1ccc(OC(F)F)cc1OC(F)F)C(C)(C)C (centres undefined)
(53) CN(C)C(=O)c1ccc(-c2cncnc2NC2CCNCC2)cc1
(54) C/C(=C/CCC(C)[C@H]1CC[C@@]2(C)C3=C(CC[C@]12C)[C@@]1(C)CCC(=O)C(C)(C)[C@@H]1CC3)C(=O)O (some centres undefined)
Assay by compound	49	50	51	52	53	54
IMPase Li inh	4%	3%	10%	2%	-10%	19%
Epigenetic derep	-1.1%	1.1%	-0.8%	-1.5%	.	0.3%
Luc counter	1%	-3%	-6%	-2%	.	1%
NPSR antagonist	-4%	.	7%[46.1 µM]	-18%	.	-44%
Lamin A splicing	17%[46 µM]	-3%	-12%	-13%	1%	17%
CBFb RUNX1 block	2%	.	-2%	5%	.	3%[2.36 µM]
GLA spleen mod	-14%	11%	2%	-2%	2%	1%
